tim10-1 inh: tim10-1 yeast growth inhibition. S. cerevisiae tim10-1 ts strain growth, BacTiter-Glo, 24 h. inhibition, % at 20 µM. 330,000 compounds, 2.2% hits. AID 463190;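 active = inhibition of at least 40%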;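 also: mutant grown at 25 °C; 0% = DMSO wells with yeast and 100% = wells holding no yeast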
A3A deaminase: inhibitors of human APOBEC3A DNA deaminase. recombinant A3A, FAM/TAMRA ssDNA deamination fluorescence. P31941. 330,000 compounds, 0.41% hits. inhibition, % at 20 µM;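 active = at least 40% inhibition at 20 µM here, with at most 30% in a related deaminase screen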;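 also: plate controls were A3A with DMSO for no effect and wells lacking A3A enzyme for full effect; some results filed as inactive read as strong as hits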
Target sequence (P31941 whole entry, looked up): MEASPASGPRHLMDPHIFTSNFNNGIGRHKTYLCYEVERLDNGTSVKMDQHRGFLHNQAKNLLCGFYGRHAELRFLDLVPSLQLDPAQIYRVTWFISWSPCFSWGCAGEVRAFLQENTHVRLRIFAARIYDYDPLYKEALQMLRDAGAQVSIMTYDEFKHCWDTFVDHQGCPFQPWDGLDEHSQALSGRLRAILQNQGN
mIAP activ: mouse IAP activation; 330,000 compounds, 0.24% hits; activation factor at 10 µM; muIAP, CDP-Star luminescence, 30 min; active compounds read high; 1 = vehicle-only enzyme signal, 0 = enzyme-free wells; AID 2805;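 active = activation factor of at least 2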; also: the source names both 10 and 20 µM as test concentration; values of inactives mirror those of a sister screen read the other way
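System: Mouse IAP enzyme | Also added: CDP-Star substrate | Dosing: Compounds dispensed in DMSO | Schedule: 30 min enzyme-substrate-compound incubation at room temperature | Technique: Chemiluminescence readout | Control set: DMSO-only wells and no-enzyme negative control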
hIAP block: human IAP inhibition; purified IAP, CDP-Star luminescence, 30 min; 330,000 compounds, 0.12% hits; inhibition, % at 10 µM;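 active = inhibition reaching a set limit with compound at 10 µM in the primary screen, cut at about 35% in these data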;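 also: plate controls were DMSO wells with enzyme for no effect and no-enzyme buffer wells for full effect; values of inactives mirror those of a sister screen read the other way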
TIM10 inh: TIM10 yeast growth inhibition; inhibition, % at 10 µM; S. cerevisiae TIM10 strain growth, BacTiter-Glo luminescence, 24 h; AID 463195; 330,000 compounds, 1.4% hits;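 active = inhibition of 40% or more at the single tested concentration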;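 also: wild-type TIM10 isogenic control strain grown at permissive 25 °C; 0% = DMSO yeast wells and 100% = minimal medium wells without yeast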
NLRP3 yeast inh: blocks the NALP3 inflammasome reconstituted in yeast; Yeast reconstituted NLRP3/ASC/caspase-1, beta-gal luminescence, 24 h; inhibition, % at 10 µM; 330,000 compounds, 0.39% hits;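 active = inhibition of 50% or more; inactive = inhibition below 50%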;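 also: plate controls were induced DMSO wells for no effect and uninduced yeast grown without galactose for full effect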
mIAP inh: mouse IAP inhibition. purified mouse IAP, CDP-Star luminescence, 30 min. inhibition, % at 10 µM. 330,000 compounds, 0.2% hits;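 active = inhibition of at least 40% at 10 µM in the primary screen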;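 also: plate controls were DMSO with enzyme for no effect and no enzyme wells for full effect; values of inactives mirror those of a sister screen read the other way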
APOBEC3G inh: inhibitors of human APOBEC3G DNA deaminase; Q9HC16; recombinant A3G, ssDNA deamination FAM/TAMRA fluorescence; inhibition, % at 20 µM; 330,000 compounds, 0.28% hits; AID 493012;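 active = inhibition of at least 40% at 20 µM, with no more than 30% in the related APOBEC3A deaminase screen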;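 also: plate controls were DMSO wells with A3G for no effect and wells lacking A3G enzyme for full effect; some compounds called inactive have numbers as strong as hits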
Target sequence (Q9HC16 whole entry, looked up): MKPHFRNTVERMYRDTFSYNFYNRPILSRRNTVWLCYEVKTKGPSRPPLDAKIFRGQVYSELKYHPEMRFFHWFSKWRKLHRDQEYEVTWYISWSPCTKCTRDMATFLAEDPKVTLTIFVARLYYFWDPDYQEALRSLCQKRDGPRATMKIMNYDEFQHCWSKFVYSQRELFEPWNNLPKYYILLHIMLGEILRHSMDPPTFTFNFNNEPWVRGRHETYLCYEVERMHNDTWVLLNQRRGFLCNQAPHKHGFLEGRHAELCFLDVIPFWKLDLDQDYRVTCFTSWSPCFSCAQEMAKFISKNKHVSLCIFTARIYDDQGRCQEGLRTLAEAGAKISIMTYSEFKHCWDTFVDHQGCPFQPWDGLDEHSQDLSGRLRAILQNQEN
MIN6 prolif: induces beta-cell replication in MIN6 cells; proliferation, % at 10 µM; MIN6 cells proliferation, ATPlite luminescence, 48 h; cells starved in 0.2% serum; 100% = growth in 10% serum; AID 2380; 330,000 compounds, 0.29% hits;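 active = compounds whose signal lies at least 3.5 SD above the mean of all wells on their plate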;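 also: 0% = DMSO-treated cells in low-serum medium and 100% = 10% serum control; some compounds called inactive have numbers as strong as hits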
Numbers without * were called inactive.

SMILES	tim10-1 inh	A3A deaminase	mIAP activ	hIAP block	TIM10 inh	NLRP3 yeast inh	mIAP inh	APOBEC3G inh	MIN6 prolif
CCCCC1CCC(C(=O)N(C)CC(=O)Nc2cccc(F)c2)CC1 (stereo not given)	30.8	-4.3	1.21	-21.0	11.2	4.0	-21.3	-3.2	-6.0
Cc1ccc(S(=O)(=O)N(CC(=O)N/N=C\c2cccs2)c2cccc3cccnc23)cc1	8.2	4.4	0.933	1.1	0.2	15.4	6.7	-8.2	0.0
Cc1ccccc1OCCn1nc(C(=O)O)c2ccccc2c1=O	13.0	-4.7	1.03	-9.4	-27.9	18.7	-2.7	-3.1	-0.9
COc1ccc(-n2nnc3c(=O)n(CC(=O)NCC4CCCO4)cnc32)cc1 (stereo not given)	-11.4	4.4	1.07	-1.2	-3.3	9.7	-7.4	4.7	0.1
COc1cc(C(=O)OCC(=O)N2CCC(C)CC2)cc2c1OCCO2	-3.6	-0.1	1.11	0.9	6.2	8.1	-10.7	-3.7	-1.7
CC1=C(C(=O)Nc2ccccc2)C2(CCCCC2)C(C(N)=O)C(=S)N1 (stereo not given)	9.1	-0.2	0.961	0.2	4.8	-2.1	3.9	-2.7	-1.9
NC(=O)CCCc1nc(-c2ccccc2)no1	-19.6	-4.8	1.05	3.3	-30.2	29.1	-5.0	-8.6	-2.6
C=CCN(CC=C)Cc1c(C)[nH]c2ccc(C(=O)OCC)cc2c1=O	5.3	-1.2	1.07	8.5	4.0	13.0	-6.6	-4.6	-3.4
CC(C)c1nc2ccccc2n1CC(O)COC1CCCCC1 (stereo not given)	6.6	-1.0	0.937	-5.7	-5.7	-1.7	6.3	-4.8	1.3
O=C(CCC(=O)N1CCN(Cc2ccc(F)cc2)CC1)Nc1nnc(C2CCCCC2)s1	2.0	-2.0	0.997	10.9	16.9	14.8	0.3	-4.0	4.2
CCC(=O)N(CCC(c1ccc(C)cc1)c1ccco1)Cc1ccco1 (stereo not given)	-4.0	4.8	1.02	-44.4	-3.9	3.6	-1.9	0.4	-0.1
CC1CCC(NC(=O)C2CCC(CNS(=O)(=O)c3ccccc3)CC2)CC1 (stereo not given)	-5.9	-4.5	1	0.3	-4.7	4.0	-0.5	-8.5	0.9
O=Cc1ccc(N2CCCCCC2)cc1	13.9	0.2	0.998	-6.8	-0.1	24.0	0.2	-2.9	0.5
Cc1ccc2cc(CN(Cc3ccco3)C(=O)c3ccccc3)c(=O)[nH]c2c1C	-15.6	2.6	1.02	-1.2	-13.1	1.0	-1.7	1.2	-1.1
O=C(CC1CCCCC1)NCc1cn2ccsc2n1	12.5	-2.4	0.969	-5.7	5.9	13.5	3.1	-2.8	-3.3
COc1ccc(-c2csc3ncnc(NCCO)c23)cc1	9.9	3.3	1.04	-5.6	9.3	6.8	-4.4	-2.2	-0.8
Cc1cc2c(cc1S(=O)(=O)N1CCN(c3ccccc3)CC1)OCCN2C	20.2	2.6	1.02	-2.3	2.5	32.5	-1.8	-1.4	-4.8
COc1cccc(/C=C/C(=O)Nc2cccc(C(C)=O)c2)c1OC	7.1	4.9	1	-10.8	21.6	6.6	-0.1	-9.1	0.2
CCOC(=O)CNS(=O)(=O)CCN1C(=O)c2ccccc2C1=O	-8.2	-2.4	0.906	4.0	4.2	7.2	9.4	-5.5	-0.1
Cc1cc(/C=N/n2cnnc2)c(C)n1-c1ccc(OCc2ccc(Cl)cc2Cl)cc1	30.9	-5.4	1.18	-22.7	29.0	11.6	-17.8	-4.0	-4.1
O=C(NNS(=O)(=O)c1ccc(Cl)cc1)c1ccc(S(=O)(=O)N2CCCCC2)cc1	11.5	-1.2	1.01	-5.0	21.6	13.8	-0.8	-3.8	-2.0
O=C(COC(=O)c1ccccn1)NCc1cccs1	9.1	-4.4	0.952	3.2	3.4	19.0	4.8	-6.2	1.0
Cc1ccc(S(=O)(=O)N(CC(=O)Nc2ccccc2C(=O)O)c2ccccc2C)cc1	17.7	-1.4	0.925	3.1	10.9	-2.9	7.5	-3.3	-1.1
O=C(Nc1ccc(-n2nncc2-c2ccco2)cc1)c1ccc(F)cc1	4.0	0.5	0.982	13.0	-5.0	-14.7	1.8	-5.7	0.6
COC(=O)c1cc(OC)c(OC)cc1NC(=O)c1ccc(OC)c(OC)c1	15.1	2.7	1	5.3	20.7	19.3	-0.2	-0.1	-2.0

Looked up above.
Cc1ccc(S(=O)(=O)N(CC(=O)N/N=C\c2cccs2)c2cccc3cccnc23)cc1 in hIAP block: 1.1
CCCCC1CCC(C(=O)N(C)CC(=O)Nc2cccc(F)c2)CC1 (stereo not given) in MIN6 prolif: -6.0

Additional structures follow.
SMILES	tim10-1 inh	A3A deaminase	mIAP activ	hIAP block	TIM10 inh	NLRP3 yeast inh	mIAP inh	APOBEC3G inh	MIN6 prolif
CCN(CC)CCOCCOC(=O)C1(c2ccccc2)CCCC1	4.3	-0.2	0.876	8.9	3.8	13.7	12.4	-3.8	-1.4
COc1ccc(NC(=O)N(C)C[C@H]2Oc3ccc(NC(=O)C4CCCCC4)cc3C(=O)N([C@H](C)CO)C[C@@H]2C)cc1	5.4	-3.2	1.19	4.3	-2.9	-3.7	-18.9	-7.3	-2.1
Cc1cc[n+](CC(=O)c2ccc(NC(=O)c3ccccc3)cc2)cc1	-15.2	0.3	0.996	8.6	9.7	14.1	0.4	-5.2	3.1
Cc1ccccc1NC(=O)CSc1ccsc1[N+](=O)[O-]	19.8	48.5*	1.25	-11.0	14.9	23.7	-25.3	18.9	0.0
Cc1cc(C)n(-c2ncnc3ccccc23)n1	-14.2	2.0	1.08	-12.5	-9.8	18.6	-7.6	10.7	-0.6
COCCN(CCOC)S(=O)(=O)c1ccc(C(=O)Nc2ccc(S(=O)(=O)Nc3nccc(C)n3)cc2)cc1	0.3	-2.9	0.917	1.4	5.8	4.4	8.3	-9.1	1.0
CCOC(=O)c1[nH]c(COC(=O)C2CC(=O)N(Cc3ccccc3)C2)c(C(=O)OCC)c1C (stereo not given)	15.7	2.2	1.01	-17.8	10.7	-3.5	-1.1	0.2	-1.1
CCCn1c(COc2ccc(C(=O)O)cc2)nc2ccccc21	-26.0	-4.5	0.996	10.1	-5.0	27.0	0.4	-6.4	-1.9
Cn1c(=O)cc(OCC(=O)NCc2ccccn2)c2ccccc21	3.9	-1.0	1.06	-6.0	1.6	-1.7	-6.0	-10.8	2.9
COC(=O)c1ccc(NC(=S)NCCC2=CCCCC2)cc1	-3.4	-5.8	2.47*	-18.1	-19.5	17.6	-146.6	-3.9	-2.1
Cc1noc(C)c1COc1ccc(C(=O)OCC(=O)N2CC(=O)Nc3ccccc32)cc1	12.4	-2.4	1.04	-0.2	-2.5	0.6	-3.8	-6.3	-2.8
Cc1c(CN2CCCC(CO)(Cc3cccc(Cl)c3)C2)cnn1C (stereo not given)	6.8	-0.4	1.04	-6.0	2.4	-0.4	-3.8	-1.8	1.9
COc1ccc(OCC(=O)N/N=C/c2ccc(O[C@@H]3O[C@H](CO)[C@@H](O)[C@H](O)[C@H]3O)cc2)cc1	2.8	-1.9	0.917	8.7	-0.1	-3.7	8.3	-6.4	-2.0
Cc1ccc(/C=C2\CC(C)CC3=C2NC(=S)NC3c2ccc(C)cc2)cc1 (stereo not given)	22.3	-0.3	0.898	8.1	4.7	16.0	10.2	-6.0	-7.3
NC(=O)c1ccc(OCC(F)(F)C(F)(F)C(F)(F)C(F)(F)C(F)(F)C(F)F)cc1	11.8	-2.7	1.02	-2.8	12.5	21.1	-2.0	-5.2	0.0
COc1ccc2nc(NC(=O)CSc3nc(C)cc(C)n3)sc2c1	18.4	0.1	0.961	17.5	0.1	1.6	3.9	0.3	-1.9
CC1CCCC(NC(=O)c2cn(C)c3ccc(S(=O)(=O)N4CCCC4)cc3c2=O)C1C (stereo not given)	18.4	-1.4	0.928	-1.6	5.6	5.7	7.2	-5.5	-1.9
CCN1c2ccccc2S(=O)(=O)c2ccccc21	14.4	0.0	1.05	8.3	-18.2	19.5	-4.9	1.0	-2.7
O=C(CN1CCCC1)Nc1sc2c(c1C(=O)Nc1ccc(Br)cc1)CCC2	37.1	-3.9	0.979	-39.5	32.5	11.1	2.1	-0.9	-1.0
CCCNC(=O)CN1C(=O)NC2(CCCc3cc(OC)ccc32)C1=O (stereo not given)	1.7	-0.8	0.946	11.0	-6.1	-1.1	5.4	-5.2	1.4
COc1ccc(-n2nc3c(=O)[nH][nH]c3cc2=O)cc1	0.0	6.7	0.82	4.4	11.0	-3.3	18.0	1.0	-0.2
COc1ccc(NC(=O)NN2CCN(C)CC2)cc1OC	-22.2	-3.0	1.04	-13.9	3.3	10.2	-3.8	-6.2	-3.5
CC(NC(=O)COC(=O)CCN1C(=O)C2CC=CCC2C1=O)c1ccc(Br)cc1 (stereo not given)	0.9	0.6	0.994	-1.9	3.2	0.8	0.6	-8.7	-0.8
O=C(CNS(=O)(=O)c1ccccc1)OCC(=O)c1ccc(Br)cc1	-2.6	0.0	0.96	-9.4	-2.2	14.6	4.0	-3.5	0.0
Cc1ccccc1-c1nc(CN2CCCC(C(=O)NCc3cccnc3)C2)c(C)o1 (stereo not given)	3.0	-3.3	1	-0.4	5.1	1.0	-0.3	-3.0	-1.9

Additional compounds follow:
SMILES	tim10-1 inh	A3A deaminase	mIAP activ	hIAP block	TIM10 inh	NLRP3 yeast inh	mIAP inh	APOBEC3G inh	MIN6 prolif
Clc1ccc(C2=NN(c3ccccc3)C(c3ccco3)C2)cc1 (stereo not given)	5.0	1.1	1.44	12.9	3.9	-2.6	-44.3	1.4	-3.5
Cc1cccc(N2CCN(S(=O)(=O)c3ccc4[nH]c(=O)ccc4c3)CC2)c1C	11.2	3.0	0.887	13.3	10.5	16.4	11.3	5.8	1.7
CCS(=O)(=O)c1ccc2oc(SCC(=O)c3ccco3)nc2c1	-1.0	1.1	0.788	-10.8	7.7	18.3	21.2	-3.1	1.0
CC(C)CC(=O)Nc1nc2ccc(S(=O)(=O)N3CCOCC3)cc2s1	21.1	-2.7	0.98	-11.7	9.4	-10.1	2.0	-5.3	-4.3
Cc1ccc(C(=O)N/N=C\c2ccc3c(c2)OCO3)cn1	-17.5	-2.0	0.923	1.1	2.6	10.2	7.7	-9.2	0.2
Cc1ccccc1OCc1nc2ccccc2c(=O)n1N	-3.7	-1.2	1.11	-12.8	2.4	42.0	-11.5	-6.5	1.1
O=C(CNS(=O)(=O)c1ccccc1)OCC(=O)c1ccc(OC(=O)c2ccccc2)cc1	11.3	-2.4	0.898	23.6	15.8	12.3	10.2	-8.7	-1.7
COc1ccc(Cn2cnc3c([N+](=O)[O-])c(C)c(C)cc32)cc1	32.8	0.9	0.911	-3.3	12.3	2.8	8.9	3.6	-2.9
Cc1ccc(C(=O)N2CCC(C(=O)NC3CCCC3)CC2)cc1	-5.2	-0.1	0.981	5.2	-12.9	23.4	1.9	69.0*	-1.4
COc1ccc(CN2C(=O)c3cccnc3C2=O)cc1S(=O)(=O)N1CCOc2ccc(C)cc21	8.3	-5.3	0.967	2.8	2.6	-0.4	3.3	-4.6	-2.1
CCOC(=O)N1CCN(C(=O)C(NS(=O)(=O)c2cccc3nsnc23)c2ccccc2)CC1 (stereo not given)	11.4	0.4	1.01	10.7	5.6	2.5	-0.8	-0.4	-2.6
Cc1ccsc1CN(C)C(=O)CCc1nnc(COc2ccccc2)o1	34.0	-1.0	0.974	8.9	7.2	1.1	2.6	-5.0	-1.6
